# Assay outcomes (PubChem BioAssay)
# BAZ2B inh = inhibitors of human BAZ2B bromodomain. Q9UIF8. AlphaScreen BAZ2B-H3K14Ac peptide displacement. Potency, µM (titrated, usually from 114 µM), inactives show at the top dose activity change, negative = inhibition, actives largely listed as inhibitors. hit rate 4.4% among 360,000. AID 504333; note: % is set by controls: 0 for no effect and ±100 for the full control effect; nearly all actives have a fitted effect of over 60% in size
#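 Inhibition is scored as reduced AlphaScreen emission. The BAZ2B/b-H3(5-23)K14Ac complex (50 nM each) in PBS pH 7.4, 0.01% Tween-20 meets compound (up to 110 uM) for 30 min at RT before bead addition.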
# POLI inh = blocks human DNA polymerase iota activity. Pol iota fluorescent replication assay, 10 min. Potency, µM (doses to about 115 µM), without a hit: top-dose activity, negative = inhibition, actives largely listed as inhibitors. hit rate 1% among 390,000. AID 588590
#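 Pol iota at 10 nM preincubated 15 min with compounds at room temperature; reaction started with fluorescent substrate, 50 nM final. Fluorescence read kinetically at 0 and 10 min; buffer-only wells as negative control.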
# POLB inh = DNA polymerase beta (human) inhibition; P06746; Pol beta primer extension/strand displacement, fluorescence kinetic; Potency, µM (series often up to 114 µM), without a hit: top-dose activity change, negative = inhibition, actives largely listed as inhibitors; hit rate 1.3% among 340,000; note: % is set by controls: 0 for no effect and ±100 for the full control effect
#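 Curves were derived by four-parameter Hill fits of normalized qHTS data. The kinetic fluorescent primer-extension read was taken at 0 and 10 min after 50 nM substrate, following a 15 min room-temperature preincubation of 10 nM enzyme with compounds.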
# BLM helicase inh = blocks DNA unwinding by human BLM helicase | recombinant BLM DNA unwinding, fluorescence dequenching | Potency, µM (top dose mostly 56.1 µM), without a hit: at the top dose activity change, negative = inhibition, most hits filed as inhibitors | hit rate 0.2% among 350,000 | AID 2528;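 note: plate controls were vehicle for no effect and no enzyme for full effect; nearly all actives have a fitted effect of over 35% in size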
# Target sequence (P54132 whole entry, looked up): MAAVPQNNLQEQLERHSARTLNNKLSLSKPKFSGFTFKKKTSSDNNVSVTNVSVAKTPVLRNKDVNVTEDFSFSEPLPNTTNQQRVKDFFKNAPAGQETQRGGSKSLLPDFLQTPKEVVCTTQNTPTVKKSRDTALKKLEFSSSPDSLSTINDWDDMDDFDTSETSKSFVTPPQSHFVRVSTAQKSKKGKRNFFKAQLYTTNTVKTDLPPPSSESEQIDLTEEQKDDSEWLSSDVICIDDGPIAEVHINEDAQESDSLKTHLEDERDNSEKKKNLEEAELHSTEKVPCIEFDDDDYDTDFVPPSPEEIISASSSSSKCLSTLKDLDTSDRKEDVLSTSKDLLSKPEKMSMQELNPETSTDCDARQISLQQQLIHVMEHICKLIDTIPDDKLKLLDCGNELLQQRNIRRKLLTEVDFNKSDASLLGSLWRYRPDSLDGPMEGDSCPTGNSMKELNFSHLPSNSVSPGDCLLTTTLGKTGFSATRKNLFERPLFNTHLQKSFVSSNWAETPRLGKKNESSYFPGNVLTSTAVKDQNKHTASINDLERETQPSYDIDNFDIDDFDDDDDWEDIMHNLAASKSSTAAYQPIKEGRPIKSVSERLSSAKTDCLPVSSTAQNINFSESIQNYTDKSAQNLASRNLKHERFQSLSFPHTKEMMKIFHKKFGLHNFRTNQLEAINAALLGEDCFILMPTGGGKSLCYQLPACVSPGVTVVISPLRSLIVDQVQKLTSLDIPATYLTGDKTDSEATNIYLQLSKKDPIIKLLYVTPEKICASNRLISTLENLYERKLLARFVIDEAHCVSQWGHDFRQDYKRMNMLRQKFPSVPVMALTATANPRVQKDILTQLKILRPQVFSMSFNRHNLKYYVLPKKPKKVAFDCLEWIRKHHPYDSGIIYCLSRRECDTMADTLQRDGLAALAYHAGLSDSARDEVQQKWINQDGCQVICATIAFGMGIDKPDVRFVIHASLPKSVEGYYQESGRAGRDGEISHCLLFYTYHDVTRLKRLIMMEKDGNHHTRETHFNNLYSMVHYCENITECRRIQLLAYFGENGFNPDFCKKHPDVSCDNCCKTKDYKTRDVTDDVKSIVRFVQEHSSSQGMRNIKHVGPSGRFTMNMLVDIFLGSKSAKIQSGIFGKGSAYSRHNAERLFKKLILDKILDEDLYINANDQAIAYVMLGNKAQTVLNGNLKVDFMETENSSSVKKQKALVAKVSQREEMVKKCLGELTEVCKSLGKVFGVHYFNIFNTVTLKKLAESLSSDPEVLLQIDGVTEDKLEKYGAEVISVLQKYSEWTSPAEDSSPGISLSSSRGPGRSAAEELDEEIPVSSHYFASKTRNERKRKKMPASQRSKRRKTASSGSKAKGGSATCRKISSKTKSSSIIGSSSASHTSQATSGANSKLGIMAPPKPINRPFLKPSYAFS
# JMJD2A Tudor inh = blocks the human JMJD2A Tudor domain; O75164; AlphaScreen JMJD2A-Tudor / H3K4me3 peptide binding; Potency, µM (top dose mostly 114 µM), inactives show top-dose activity change, negative = inhibition, usual class: inhibitors; hit rate 4.4% among 390,000; note: % is set by controls: 0 for no effect and ±100 for the full control effect; nearly all actives have a fitted effect of over 50% in size
# APEX1 inh = inhibitors of human APE1 endonuclease; P27695; recombinant APE1, TAMRA/BHQ-2 abasic DNA cleavage fluorescence; Potency, µM (series often up to 65.8 µM), inactives show at the top dose activity change, negative = inhibition, usual class: inhibitors; hit rate 0.35% among 350,000; AID 2517;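 note: plate controls were vehicle for no effect and reference inhibitor for full effect; nearly all actives have a fitted effect of over 55% in size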
#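 Kinetic fluorescence read (525 ex/598 em nm, three reads 60 s apart) of AP-site incision; signal = third minus first read. Enzyme 0.75 nM, dual-labelled THF duplex 50 nM, compound preincubation 15 min RT.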
# Pol eta inh = DNA polymerase eta (human) inhibition; Q9Y253; recombinant Pol eta, fluorescent DNA replication assay; Potency, µM (series often up to 114 µM), inactives show top-dose activity change, negative = inhibition, actives largely listed as inhibitors; hit rate 1.2% among 390,000; note: % is set by controls: 0 for no effect and ±100 for the full control effect
#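 Pol eta (10 nM) was preincubated with compounds for 15 min at room temperature, after which fluorescent replication substrate (50 nM final) was added to start the reaction. Fluorescence was read kinetically at 0 and 10 min.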
# G9a inh = inhibitors of human histone lysine methyltransferase G9a; Q96KQ7; G9a H3K9 monomethylation, AlphaScreen, 2 h; Potency, µM (series often up to 102 µM), for the others: at the highest dose activity, negative = inhibition, most hits filed as inhibitors; hit rate 8.8% among 350,000; note: % is set by controls: 0 for no effect and ±100 for the full control effect; nearly all actives have a fitted effect of over 75% in size
#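 Enzyme 20 nM + cpd, 15 min RT; add b-H3K9 pep 500 nM / SAM 20 uM; 2 h RT; anti-H3K9me1 Ab 0.5 ug/mL + SA donor / anti-rabbit acceptor beads 20 ug/mL each, 10 min; AlphaScreen read.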
# Pol kappa inh = inhibitors of human DNA polymerase kappa; Q9UBT6; purified Pol kappa, fluorescent DNA synthesis assay, 10 min; Potency, µM (top dose mostly 107 µM), without a hit: at the highest dose activity, negative = inhibition, usual class: inhibitors; hit rate 0.53% among 400,000; AID 588579; note: % is set by controls: 0 for no effect and ±100 for the full control effect
#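 Fluorescent qHTS in 1536-well format: enzyme (10 nM) and compound sat 15 min at room temperature before 50 nM substrate (final) was added. Signal taken at 0 and 10 min; no-enzyme buffer wells were negative controls.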
# * marks the source's active call; other numbers are inactive results; ? = inconclusive; nt = no result given; [ ] = remark or other dose. Calls come from the whole dose curve; as a rule, active = well fitted curve in the direction sought with a large enough effect; inconclusive = small, poorly fitted or top-dose-only effect, or another doubt; inactive = no such curve, though single readings can be large; an effect the other way counts as inactive or inconclusive. Potency is the fitted concentration of half-maximal effect.
SMILES,BAZ2B inh,POLI inh,POLB inh,BLM helicase inh,JMJD2A Tudor inh,APEX1 inh,Pol eta inh,G9a inh,Pol kappa inh
Cc1ccc(S(=O)(=O)N(C)CC(=O)Nc2cccnc2)cc1,2%,39%[activator],43%,-4%,-6%,57%[activator],-2%,24%,1%
COc1cc(OC)c(S(=O)(=O)Nc2ccccc2N2CCCCC2)cc1NC(C)=O,?,13%,0%,-1%,-12%,5%,-11%,nt,1%
COc1ccc(C2(C(=O)Nc3ccc(OC)cc3OC)CCCC2)cc1,7%,73%[activator],7%,-8%,-21%,-1%,-7%,-6%,1%
CCOc1ccc(OCC)c(Nc2nc3ccc(C(=O)c4ccccc4)cc3n3cnnc23)c1,-39%,-24%,17%,-2%,3%,nt,20%,-26%[59 µM],0%
C=CCN(C(=O)CCC(=O)Nc1cc(C)on1)C(C(=O)NC(C)(C)CC)c1cccc(OC)c1OC (stereo not given),-2%,23%,20%,-5%,-11%,0%,7%,13%,1%
COC(=O)C1=C(C(=O)OC)[C@@H]2N(Cc3ccccc3)c3ccccc3[C@@]23C[C@@H](C(=O)OC)N(C(=O)c2cc(C)oc2C)C3=N1,nt,-1%,nt,-3%[12.4 µM],-29%,?,-14%,nt,-2%
Cc1nc2c(=O)n(-c3ccc(F)cc3F)nc(C)c2s1,-3%,3%,21%,-2%,-2%,1%,-6%,1%,-2%
CCOCCCN(C)C1CCN(C(=O)c2oc3ccccc3c2NC(=O)c2ccc(F)cc2)CC1,-4%,47%,32%,5%,-14%,23%,-16%,-4%,6%
O=C(NCc1nc2ccccc2[nH]1)C1=C[C@H](C2CC2)C[C@H](OCc2ccc(CO)cc2)O1,-11%,-23%,-7%,0%,-21%,-4%,-14%,25%[59 µM],-9%
CCN1C(=O)[C@H]2[C@@H](c3ccc(C)cc3)N3C(=O)N(c4ccc(OC)cc4)C(=O)[C@@]3(Cc3ccccc3)[C@H]2C1=O,9%,-8%,nt,nt,-7%,20%,-9%,12%[2.33 µM],11%
CCOC(=O)C1=C(O)C(=O)N(c2ccc(S(N)(=O)=O)cc2)C1c1ccc(Br)cc1 (stereo not given),-37%,15%,15%,-2%,-8%,0%,-1%,nt,-6%
C=C(C(=O)c1ccccc1)C(C(=C)C(=O)c1ccccc1)c1ccc(OC)cc1,5%,41%[activator],-17%,-2%,16%,9%,-9%,15%,-2%
COc1ccc(CN(C(=O)Cc2coc3ccc(C)cc23)C2CCS(=O)(=O)C2)cc1 (stereo not given),-9%,7%,3%,3%,-32%,nt,-19%,-3%[59 µM],-23%
C[C@]12c3[nH]c4cc(-c5ccco5)ccc4c3CCN1C(=O)[C@@H](CC(=O)NCCN1CCOCC1)C[C@@H]2C(=O)N1CCOCC1,nt,2%,nt,nt,-20%,12%,-19%,nt,14%
Cc1ccc(-c2nnc(SCC(=O)NC(C)(C)C)nc2-c2ccc(C)cc2)cc1,-29%,20%,?,-13%,?,nt,-13%,?,-10%[60.1 µM]
O=C(N=C1c2ccccc2CN1c1cccc(Cl)c1)c1cccnc1,-8%,1%,7%,2%,0%,-4%,-14%,50µM*,-8%[60.1 µM]
CCOC(=O)C1=C(C)N(C[C@@H]2CC[C@@H](Cc3ccc(-c4ccccc4)cc3)O2)C(=O)NC1c1ccc(-c2ccccc2)cc1 (stereo not given in full),nt,27%,nt,nt,-32%,-10%,-18%,nt,-1%
c1ccc(N2CCN(CCc3nnc4n3CCCCC4)CC2)cc1,2%,55%[activator],8%,-2%,-23%,-2%,1%,-38%,-4%
COc1ccc(-c2[nH]ncc2-c2ccc(Cl)cc2)c(O)c1,-7%,-8%,-16%,-19%,-25%,9%,-20%,-4%[59 µM],1%
COCCn1c(=S)[nH]c2cc(C(=O)N3CCc4ccccc43)ccc2c1=O,6%,16%,15%,-4%,-31%,-1%,-2%,?,-3%
CCOC(=O)CC(=O)NC1(Cc2ccc(O)cc2)CCCCC1,3%,36%[activator],-7%,-5%,-8%,-10%,-21%,2%,5%[60.1 µM]
OCCn1nc(-c2ccccc2)cc1-c1ccccc1,3%,-2%,7%,-4%,-8%,35%,-8%,53%,-1%
O=C1C2CC=CCC2C(=O)N1c1cccc(OS(=O)(=O)c2ccc3ccccc3c2)c1 (stereo not given),?,22%,-14%,-5%,-10%,-2%,-22%,7%,-13%
COc1ccccc1-c1c(C)oc2cc(OC(=O)c3ccco3)ccc2c1=O,-1%,4%,-27%,-5%,-11%,-1%,-5%,-9%[59 µM],-2%
N#Cc1c(N)[nH]c(=S)c(C#N)c1-c1ccccc1,nt,?,3%,-7%,?,-6%,0%,1.1µM*,-13%
COc1cccc(OCc2cc(C(=O)N3CCCC3c3ccccn3)no2)c1 (stereo not given),-3%,3%,-15%,-3%,-19%,9%,-7%,16%,-24%
CCN=C1NN=C(c2cc(C)n(Cc3ccco3)c2C)CS1,-39%,-6%,1%,2%,?,3%,-12%,-14%[59 µM],7%
COc1ccc(-n2c(=O)c(-c3cc(F)cc(F)c3)nc3cnc(N(C)C)nc32)cc1,nt,nt,nt,1%,nt,-1%,nt,-1%[0.501 µM],-3%[60.1 µM]
O=C(NCCCc1ccccc1)c1cc(COc2c(F)cccc2F)on1,6%[57.1 µM],22%,1%,-10%,88%[activator],-10%,1%,178%[activator],-16%
CCOc1nc2ccccc2nc1NS(=O)(=O)c1ccccc1,2%,4%,1%,-1%,-12%,17%,-6%,?,-5%
CNC[C@H](CC1CCCCC1)NC[C@H](NCCC1CCCC1)[C@H](C)O,-28%,?,9%,2%,-15%,14%,-6%,?,5%
CCN1C(=N)N(c2ccccc2)C(=O)C(CC)(CC)C1=O,nt,50%[activator],nt,nt,1%,nt,-1%,nt,-11%
COC(=O)c1ccccc1NC(=O)CSc1nnnn1-c1ccc(C)cc1C,2%,-9%,0%,-1%,3%,-1%,-8%,32%,-8%
CCc1ccc(CNC(=O)c2ccc3c(c2)nc2n3CCCCC2)cc1,-3%,13%,1%,-4%,-22%,nt,-7%,-7%[59 µM],-6%[60.1 µM]
CCN1C(=O)[C@H]2[C@@H](c3ccc(Cl)cc3)N3C(=O)CN(CC4CC4)C(=O)[C@@]3(Cc3ccccc3)[C@H]2C1=O,-25%,-8%,18%,-1%,1%,49%,-5%,71µM*,-4%
Cc1cc(C(=O)COC(=O)CCc2nc3ccccc3c(=O)[nH]2)c(C)n1CC1CCCO1 (stereo not given),?,?,?,-24%,-13%,-2%,-10%,?,-22%
Cc1cccc(NC(=O)CSc2ncnc3nc[nH]c23)c1C,-34%,6%,21%,0%,-30%,-4%,1%,45µM*,-14%
Cc1ccc(NC(=O)c2cc3c(=O)[nH]c4ccccc4c3n2C)cc1F,nt,-6%,0%,-3%,?,nt,-12%,-22%[59 µM],-11%
CN(C)c1ccc(N=Cc2nc(-c3ccccc3)oc2O)cc1,-10%,5%,35%,-3%,-28%,17%,4%,-11%[0.0925 µM],-11%
Cc1[nH]c(C)c(S(=O)(=O)Nc2ccccc2Cl)c1C(=O)N1CCCC1,-1%,0%,-2%,1%,-16%,18%,-9%,15%,-8%
Cc1cc(C)c2oc(-c3cccc(NC(=O)c4cc5ccccc5o4)c3)nc2c1,2%,21%,8%,-1%,-12%,nt,-11%,1%[59 µM],1%
Cc1cc(C(=O)Nc2ccc3nc(C)sc3c2)c2ccccc2n1,2%,?,-26%,0%,-7%,1%,1%,33%[12.7 µM],7%
CCCc1nc(NCCO)c(C#N)c2c1CCCC2,-19%,91%[activator],-9%,-3%,-8%,-4%,-24%,5%,-2%

# 6 entries already listed, ordered by heavy-atom count, low to high.
SMILES,BAZ2B inh,POLI inh,POLB inh,BLM helicase inh,JMJD2A Tudor inh,APEX1 inh,Pol eta inh,G9a inh,Pol kappa inh
OCCn1nc(-c2ccccc2)cc1-c1ccccc1,3%,-2%,7%,-4%,-8%,35%,-8%,53%,-1%
Cc1cccc(NC(=O)CSc2ncnc3nc[nH]c23)c1C,-34%,6%,21%,0%,-30%,-4%,1%,45µM*,-14%
CCOC(=O)CC(=O)NC1(Cc2ccc(O)cc2)CCCCC1,3%,36%[activator],-7%,-5%,-8%,-10%,-21%,2%,5%[60.1 µM]
Cc1ccc(NC(=O)c2cc3c(=O)[nH]c4ccccc4c3n2C)cc1F,nt,-6%,0%,-3%,?,nt,-12%,-22%[59 µM],-11%
O=C(NCCCc1ccccc1)c1cc(COc2c(F)cccc2F)on1,6%[57.1 µM],22%,1%,-10%,88%[activator],-10%,1%,178%[activator],-16%
COC(=O)c1ccccc1NC(=O)CSc1nnnn1-c1ccc(C)cc1C,2%,-9%,0%,-1%,3%,-1%,-8%,32%,-8%

# 5 of the entries above in order of their number in Pol kappa inh, ascending:
compound	BAZ2B inh	POLI inh	BLM helicase inh	JMJD2A Tudor inh	APEX1 inh	Pol eta inh	G9a inh	Pol kappa inh
Cc1cc(C(=O)COC(=O)CCc2nc3ccccc3c(=O)[nH]2)c(C)n1CC1CCCO1 (stereo not given)	?	?	-24%	-13%	-2%	-10%	?	-22%
O=C(NCCCc1ccccc1)c1cc(COc2c(F)cccc2F)on1	6%[57.1 µM]	22%	-10%	88%[activator]	-10%	1%	178%[activator]	-16%
N#Cc1c(N)[nH]c(=S)c(C#N)c1-c1ccccc1	nt	?	-7%	?	-6%	0%	1.1µM*	-13%
CCN1C(=O)[C@H]2[C@@H](c3ccc(Cl)cc3)N3C(=O)CN(CC4CC4)C(=O)[C@@]3(Cc3ccccc3)[C@H]2C1=O	-25%	-8%	-1%	1%	49%	-5%	71µM*	-4%
Cc1cc(C(=O)Nc2ccc3nc(C)sc3c2)c2ccccc2n1	2%	?	0%	-7%	1%	1%	33%[12.7 µM]	7%

# Not all compounds are listed, so the mix of outcomes need not match the whole.
